OX1R antagonist = human HCRTR1 antagonism | O43613 | AID 434989 | CHO/OX1R cells, Fluo-8 calcium fluorescence, orexin A | inhibition, % at 5 µM | 330,000 compounds, 0.43% hits;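 active = inhibition above its plate's threshold, mean inhibition of all tested compounds on the plate plus 3 SD, cut at about 37% in these data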;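 also: 0% = orexin A challenge wells and 100% = SB-334867-A antagonist wells; not every result past the cut was called active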
Target sequence (O43613 whole entry, looked up): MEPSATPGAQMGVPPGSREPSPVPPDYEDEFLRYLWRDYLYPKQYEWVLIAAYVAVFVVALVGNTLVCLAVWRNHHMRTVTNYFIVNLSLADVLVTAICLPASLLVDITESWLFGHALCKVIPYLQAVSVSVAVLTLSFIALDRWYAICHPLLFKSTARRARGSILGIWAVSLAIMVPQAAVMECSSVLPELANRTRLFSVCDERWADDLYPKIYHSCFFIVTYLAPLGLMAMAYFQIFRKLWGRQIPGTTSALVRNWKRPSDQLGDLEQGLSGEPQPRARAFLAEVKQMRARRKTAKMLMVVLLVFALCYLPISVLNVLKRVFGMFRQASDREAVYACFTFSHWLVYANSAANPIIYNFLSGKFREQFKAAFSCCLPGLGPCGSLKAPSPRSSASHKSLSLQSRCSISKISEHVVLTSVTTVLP
CHT allo act = allosteric activators of human choline transporter CHT. Q9GZV3. CHT-expressing cells, membrane potential dye, choline EC20; hits give high values; LV-AA mutant CHT in HEK293 cells. B-score at 10 µM. 310,000 compounds, 0.49% hits. AID 488977;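 active = initial fluorescence not abnormally high and integrated response B-score, plate-corrected, over 3 SD above library mean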
Target sequence (Q9GZV3 whole entry, looked up): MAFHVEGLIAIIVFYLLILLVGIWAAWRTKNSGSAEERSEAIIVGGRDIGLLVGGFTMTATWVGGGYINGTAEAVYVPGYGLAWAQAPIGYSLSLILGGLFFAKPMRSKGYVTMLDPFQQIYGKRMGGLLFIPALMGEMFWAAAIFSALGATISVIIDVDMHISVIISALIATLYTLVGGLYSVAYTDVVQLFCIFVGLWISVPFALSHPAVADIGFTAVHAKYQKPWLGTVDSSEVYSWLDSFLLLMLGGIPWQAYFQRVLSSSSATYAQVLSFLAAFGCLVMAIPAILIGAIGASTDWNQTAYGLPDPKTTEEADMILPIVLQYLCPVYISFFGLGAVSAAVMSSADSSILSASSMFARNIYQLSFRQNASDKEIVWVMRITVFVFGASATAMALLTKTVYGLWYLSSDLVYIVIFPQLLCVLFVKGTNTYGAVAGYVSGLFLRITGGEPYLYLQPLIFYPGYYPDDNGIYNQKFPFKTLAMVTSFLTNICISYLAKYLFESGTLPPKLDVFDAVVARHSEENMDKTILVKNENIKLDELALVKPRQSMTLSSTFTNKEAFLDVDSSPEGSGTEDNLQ
The depositor's hits bear a star. The order is random. About 0.8% of those tested had a hit in this group.

Results for COc1ccc(S(=O)(=O)N2CCCN(CC(=O)Nc3ccc(NC(C)=O)cc3)CC2)cc1 ?
OX1R antagonist: 14; CHT allo act: inactive

Results for C=CCc1ccc(OCc2ccc(C(=O)Nc3ccc(NC(C)=O)cc3)o2)c(OC)c1 ?
OX1R antagonist: -23; CHT allo act: inactive

How did CCOC(=O)[C@H]1[C@H]2COc3ccccc3[C@@H]2N2C(=O)c3ccc(C)cc3NC(=O)[C@@]12C do in these assays?
OX1R antagonist: -25; CHT allo act: inactive

What do the screens show for `CCOC(=O)Nc1sc(C)c(C)c1C(=O)OCC`?
OX1R antagonist: -20; CHT allo act: inactive

What do the screens show for `O=C(CN1CCOCC1)Nc1cccc([N+](=O)[O-])c1`?
OX1R antagonist: -18; CHT allo act: inactive

What do the screens show for `Cc1ccccc1-n1c(SC/C(O)=C(\C#N)c2nc3ccccc3[nH]2)nnc1-c1ccncc1`?
OX1R antagonist: -12; CHT allo act: inactive

What do the screens show for `Cc1ccc(C(=O)C2CCN(CC(=O)NCc3ccc(F)cc3)CC2)cc1`?
OX1R antagonist: -30; CHT allo act: inactive

How did CC(=O)NCCc1nc2cc(NC(=O)c3ccc(Cl)cc3)ccc2n1C do in these assays?
OX1R antagonist: -5; CHT allo act: inactive

How did O=C(CCC(=O)c1cccs1)Nc1ccc(N2CCCCC2)cc1 do in these assays?
OX1R antagonist: -8; CHT allo act: inactive

Results for NC(=O)CC(NC(=O)Cc1ccc(Cl)cc1)c1ccc(NCc2ccccc2)c([N+](=O)[O-])c1 (configuration not stated) ?
OX1R antagonist: -18; CHT allo act: inactive

What do the screens show for `COc1ccc(OCc2ccc(-c3nc4ccccc4c(=O)n3N)o2)cc1`?
OX1R antagonist: -32; CHT allo act: inactive

Results for CCOC(=O)c1ccc(Nc2ncnc3nc[nH]c23)cc1 ?
OX1R antagonist: -11; CHT allo act: inactive

How did CCCCCCn1c(Br)nc2c1c(=O)n(C)c(=O)n2C do in these assays?
OX1R antagonist: -30; CHT allo act: inactive

What do the screens show for `COC(=O)c1ccc(CN(c2ccc(C)cc2)S(=O)(=O)c2ccc3c(c2)OCCO3)o1`?
OX1R antagonist: -13; CHT allo act: inactive

What do the screens show for `CCn1nc(C)cc1C(=O)N(C)C1CCCN(Cc2ccccc2F)C1` (configuration not stated)?
OX1R antagonist: -8; CHT allo act: inactive

What do the screens show for `Cc1nn(CCN)c(C)c1Cl`?
OX1R antagonist: 1; CHT allo act: inactive

What do the screens show for `CCc1nc(SCC(=O)Nc2ccc(F)cc2)c2c(=O)n(C)c(=O)n(C)c2n1`?
OX1R antagonist: -21; CHT allo act: inactive

How did O=C(c1ccc(C#CC2(O)CCCCC2)cc1)N1CCOCC1 do in these assays?
OX1R antagonist: -14; CHT allo act: inactive

Results for CC(C)CC(Nc1ncnc2scc(-c3ccccc3)c12)C(=O)O (configuration not stated) ?
OX1R antagonist: -3; CHT allo act: inactive

How did CCOC(=O)c1c(NC(=O)C2CC2)sc2c1CC(C)(C)OC2 do in these assays?
OX1R antagonist: -12; CHT allo act: inactive

What do the screens show for `CC(=O)Nc1ccc(C(=O)OCC(=O)c2cccc([N+](=O)[O-])c2)cc1`?
OX1R antagonist: 3; CHT allo act: inactive

What do the screens show for `COc1cccc(CC(NC(C)=O)C(=O)NC2CCN(c3c(Cc4ccccc4)c(C)nc4ncnn34)CC2)c1` (configuration not stated)?
OX1R antagonist: -11; CHT allo act: inactive

How did O=C(CN=C1NS(=O)(=O)c2ccccc21)OCC(=O)c1cc(F)ccc1F do in these assays?
OX1R antagonist: -14; CHT allo act: inactive

Results for CC(C)(C)C1CCC(=NNC(=O)c2ccccc2-n2cccc2)CC1 (configuration not stated) ?
OX1R antagonist: 3; CHT allo act: inactive

How did CC(C)C(=O)Nc1cccc(-c2cnc3ccccc3n2)c1 do in these assays?
OX1R antagonist: -14; CHT allo act: inactive

How did COc1ccc(C)cc1NC(=O)CCCN1C(=O)C(c2ccccc2)Oc2cccnc21 (configuration not stated) do in these assays?
OX1R antagonist: -16; CHT allo act: inactive

Results for Clc1ccc(-c2ccccc2)cn1 ?
OX1R antagonist: -6

Results for CCC(C)(C#CCN1CCCCC1)OCCC#N (configuration not stated) ?
OX1R antagonist: 5; CHT allo act: inactive

How did CCN(CC)S(=O)(=O)c1c(Br)cc(C)cc1Br do in these assays?
OX1R antagonist: -16; CHT allo act: inactive

How did CCCCN1C(=O)C(=O)N(CC(=O)c2ccc[nH]2)C1=O do in these assays?
OX1R antagonist: -13; CHT allo act: inactive

How did Cc1ccc2nc(-c3cccnc3SCC(=O)N3c4ccccc4CC3C)[nH]c2c1 (configuration not stated) do in these assays?
OX1R antagonist: -29; CHT allo act: inactive

Results for Cc1cc(C)c([N+](=O)[O-])cc1NC(=O)CCSc1ccccc1Cl ?
OX1R antagonist: -2; CHT allo act: inactive

How did CCc1ccc(Nc2nnc(SC3CCOC3=O)s2)cc1 (configuration not stated) do in these assays?
OX1R antagonist: -26; CHT allo act: inactive

What do the screens show for `N/C(=N\OS(=O)(=O)c1ccc(Br)cc1)c1ccncc1`?
OX1R antagonist: 0; CHT allo act: inactive

Results for Cc1ccc(N/C(N)=N/c2nc(C)cc(C)n2)cc1 ?
OX1R antagonist: 7; CHT allo act: inactive

Results for CCC(C)NC(=O)CNC(=S)N(Cc1ccccc1)Cc1cccnc1 (configuration not stated) ?
OX1R antagonist: -17; CHT allo act: inactive

What do the screens show for `COc1cccc(C(=O)NCCS(=O)(=O)NCC2CCCO2)c1` (configuration not stated)?
OX1R antagonist: -18; CHT allo act: inactive

What do the screens show for `COCCCNS(=O)(=O)c1ccc(C)cc1`?
OX1R antagonist: -1; CHT allo act: inactive

Results for CCn1c(-c2ccccc2)ccc(C#N)c1=O ?
OX1R antagonist: -23; CHT allo act: inactive

How did Cc1ccc(N(C)S(=O)(=O)c2cccc(C(=O)NCC(c3cccs3)N3CCOCC3)c2)cc1 (configuration not stated) do in these assays?
OX1R antagonist: 47*; CHT allo act: inactive

Results for CC(C)(C)c1nnc(NC(=O)CCS(=O)(=O)Cc2ccccc2)s1 ?
OX1R antagonist: -12; CHT allo act: inactive

Results for CC(C)c1ccc(S(=O)(=O)N2CCC(C(=O)N3CCC3)CC2)cc1 ?
OX1R antagonist: -15; CHT allo act: inactive

What do the screens show for `CN(C)S(=O)(=O)c1ccc(Nc2ccc(-c3ccc4c(c3)OCCO4)nn2)cc1`?
OX1R antagonist: 10; CHT allo act: inactive

What do the screens show for `Cn1c(=O)c2[nH]c(-c3cccnc3)nc2n(C)c1=O`?
OX1R antagonist: -14; CHT allo act: inactive

Results for COc1ccc(N(CC(=O)N/N=C/c2cccs2)S(=O)(=O)c2ccccc2)cc1 ?
OX1R antagonist: -10; CHT allo act: inactive

Results for CC(C)CNC(=O)c1cccc(NC(=O)c2ccc(NC(=O)c3ccco3)cc2)c1 ?
OX1R antagonist: -15; CHT allo act: inactive

What do the screens show for `CN(C(=S)NC(=O)c1ccc(Br)o1)c1ccccc1`?
OX1R antagonist: -9; CHT allo act: inactive

What do the screens show for `COc1ccc(S(=O)(=O)Nc2ccc3c(c2)OCO3)cc1OC`?
OX1R antagonist: -5; CHT allo act: inactive

How did CC(C)c1cc(C(=O)Nc2cccc(C(F)(F)F)c2)no1 do in these assays?
OX1R antagonist: -2; CHT allo act: inactive

How did O=C(N/C(=C\c1cccnc1)C(=O)N1CCCCC1)c1cccc(Br)c1 do in these assays?
OX1R antagonist: -30; CHT allo act: inactive

Some of these compounds in order of count of non-hydrogen atoms, rising:
Results for Clc1ccc(-c2ccccc2)cn1 ?
OX1R antagonist: -6

Results for CCn1c(-c2ccccc2)ccc(C#N)c1=O ?
OX1R antagonist: -23; CHT allo act: inactive

What do the screens show for `CCOC(=O)Nc1sc(C)c(C)c1C(=O)OCC`?
OX1R antagonist: -20; CHT allo act: inactive

What do the screens show for `Cn1c(=O)c2[nH]c(-c3cccnc3)nc2n(C)c1=O`?
OX1R antagonist: -14; CHT allo act: inactive

How did CCc1ccc(Nc2nnc(SC3CCOC3=O)s2)cc1 (configuration not stated) do in these assays?
OX1R antagonist: -26; CHT allo act: inactive

How did CC(C)C(=O)Nc1cccc(-c2cnc3ccccc3n2)c1 do in these assays?
OX1R antagonist: -14; CHT allo act: inactive

How did O=C(c1ccc(C#CC2(O)CCCCC2)cc1)N1CCOCC1 do in these assays?
OX1R antagonist: -14; CHT allo act: inactive

Results for CC(C)CC(Nc1ncnc2scc(-c3ccccc3)c12)C(=O)O (configuration not stated) ?
OX1R antagonist: -3; CHT allo act: inactive

What do the screens show for `CC(=O)Nc1ccc(C(=O)OCC(=O)c2cccc([N+](=O)[O-])c2)cc1`?
OX1R antagonist: 3; CHT allo act: inactive

What do the screens show for `CCn1nc(C)cc1C(=O)N(C)C1CCCN(Cc2ccccc2F)C1` (configuration not stated)?
OX1R antagonist: -8; CHT allo act: inactive

How did O=C(CN=C1NS(=O)(=O)c2ccccc21)OCC(=O)c1cc(F)ccc1F do in these assays?
OX1R antagonist: -14; CHT allo act: inactive

How did COc1ccc(C)cc1NC(=O)CCCN1C(=O)C(c2ccccc2)Oc2cccnc21 (configuration not stated) do in these assays?
OX1R antagonist: -16; CHT allo act: inactive

How did Cc1ccc(N(C)S(=O)(=O)c2cccc(C(=O)NCC(c3cccs3)N3CCOCC3)c2)cc1 (configuration not stated) do in these assays?
OX1R antagonist: 47*; CHT allo act: inactive

What do the screens show for `COc1cccc(CC(NC(C)=O)C(=O)NC2CCN(c3c(Cc4ccccc4)c(C)nc4ncnn34)CC2)c1` (configuration not stated)?
OX1R antagonist: -11; CHT allo act: inactive

Later entries.
Results for O=C(N1CCOCC1)N1CCCN(C(=O)N2CCOCC2)CC1 ?
OX1R antagonist: -12; CHT allo act: inactive

How did CSc1ccc(CN(C)CC(=O)Nc2cccc(Br)c2)cc1 do in these assays?
OX1R antagonist: -3; CHT allo act: inactive

What do the screens show for `Cc1cc(/C=C(/C#N)c2cccc(F)c2)c(C)n1-c1cccnc1`?
OX1R antagonist: -18; CHT allo act: inactive

How did Cc1cccc(C)c1NC(=O)C(c1ccccc1)N1CCC1=O (configuration not stated) do in these assays?
OX1R antagonist: -20; CHT allo act: inactive

Results for Cc1ccc(NC(=O)CCN2C(=O)C3CCCCC3C2=O)cc1[N+](=O)[O-] (configuration not stated) ?
OX1R antagonist: -11; CHT allo act: inactive

Results for CC(NC(=O)c1cccc(S(=O)(=O)N2CCc3ccccc3C2)c1)c1ccco1 (configuration not stated) ?
OX1R antagonist: -29

How did COc1cc(C(c2c(C(=O)O)[nH]c3ccccc23)c2c(C(=O)O)[nH]c3ccccc23)ccc1OCc1ccccc1 do in these assays?
OX1R antagonist: -11; CHT allo act: inactive

How did CCC(O)CNc1nc(SC)nc2sc3c(c12)CCN(C)C3 (configuration not stated) do in these assays?
OX1R antagonist: -19; CHT allo act: 7.1*

What do the screens show for `COc1ccccc1CNC(=O)CCC(=O)Nc1nnc(C)s1`?
OX1R antagonist: -5; CHT allo act: inactive

How did CC(C)Cn1c(SCC(=O)N2CCc3ccccc3C2)nc2cc(Cl)ccc2c1=O do in these assays?
OX1R antagonist: -29; CHT allo act: inactive

What do the screens show for `CCCCOc1cccc(C(=O)O)c1`?
OX1R antagonist: -5; CHT allo act: inactive

Results for CC(=O)c1cccc(CN2CCN(Cc3ccc(F)cc3)C(CCO)C2)c1 (configuration not stated) ?
OX1R antagonist: -27; CHT allo act: inactive

What do the screens show for `O=C(c1ccccc1F)N(Cc1nc2ccccc2c(=O)[nH]1)C1CCCC1`?
OX1R antagonist: -20; CHT allo act: inactive

How did Cc1cc(NC(=O)CC2(CC(=O)O)CCCC2)n(C)n1 do in these assays?
OX1R antagonist: -11; CHT allo act: inactive

What do the screens show for `CC(C)C(=O)NNc1ccc(C(F)(F)F)cn1`?
OX1R antagonist: -1; CHT allo act: inactive

Results for CCC(C)NC(=O)C1CCCN(S(=O)(=O)c2ccc(-n3cnnn3)cc2)C1 (configuration not stated) ?
OX1R antagonist: -17; CHT allo act: inactive

Results for Cc1ccc(CSCC2Nc3ccc(C(=O)N4CCN(c5cccc(C)c5)C(C)C4)cc3NC2=O)cc1 (configuration not stated) ?
OX1R antagonist: -11; CHT allo act: inactive

What do the screens show for `COc1cc(OC)c(C2=NOC(C(=O)N3CCc4ccccc4C3)C2)cc1Cl` (configuration not stated)?
OX1R antagonist: -27; CHT allo act: inactive

What do the screens show for `Cc1nc(SC(C(=O)c2ccccc2)c2ccccc2)n[nH]1` (configuration not stated)?
OX1R antagonist: -26; CHT allo act: inactive

What do the screens show for `CCN(CC(=O)NC1CCS(=O)(=O)C1)S(=O)(=O)c1cc([N+](=O)[O-])ccc1C` (configuration not stated)?
OX1R antagonist: 0; CHT allo act: inactive

Fetched one by one from the entries so far:
What do the screens show for `CCCCOc1cccc(C(=O)O)c1`?
OX1R antagonist: -5; CHT allo act: inactive

Results for CC(=O)c1cccc(CN2CCN(Cc3ccc(F)cc3)C(CCO)C2)c1 (configuration not stated) ?
OX1R antagonist: -27; CHT allo act: inactive

More structures
Results for CCC(=O)N(CC(=O)Nc1sc(C)c(C)c1C(N)=O)C1CCCCC1 ?
OX1R antagonist: -14; CHT allo act: inactive

How did Fc1cccc(Cl)c1CNc1ccc(N2CCCC2)cc1 do in these assays?
OX1R antagonist: -19; CHT allo act: inactive

What do the screens show for `Cc1ccc(C(=O)N/C(=C\c2sccc2C)C(=O)NCc2ccco2)cc1`?
OX1R antagonist: -16; CHT allo act: inactive

What do the screens show for `N=c1c2c(-c3ccccc3)c(-c3ccccc3)n(Cc3ccco3)c2ncn1CCN1CCOCC1`?
OX1R antagonist: -24; CHT allo act: inactive

Results for CN(C)CCCN(C(=O)c1cc(Cl)sc1Cl)c1nc2cc3c(cc2s1)OCO3 ?
OX1R antagonist: -15; CHT allo act: inactive

Results for CCOc1ccc(N2CC(C(=O)OCC(=O)NCc3ccccc3)CC2=O)cc1 (configuration not stated) ?
OX1R antagonist: -17; CHT allo act: inactive

How did CCCC(=O)C1=C(N2CCCC2)CC(C)(C)C(C(=O)OC)C1=O (configuration not stated) do in these assays?
OX1R antagonist: 11; CHT allo act: inactive

How did CC1CCCCC1NC(=O)CCC(=O)N1CCOc2ccc(Cl)cc21 (configuration not stated) do in these assays?
OX1R antagonist: -17; CHT allo act: inactive

Screening results (PubChem BioAssay)
